KCNQ1 inh – blocks the human KCNQ1 potassium channel; CHO-K1 KCNQ1, FluxOR thallium flux fluorescence; stronger effect = higher value; 1.3% of 310,000 active; B-score at 10 µM; P51787; AID 2642;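 active means compounds whose thallium flux B-score, printed positive for inhibition, exceeds three library SD while starting fluorescence stays within three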;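 further: channel opened by potassium depolarization with thallium stimulus after 20 min compound exposure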
KCNK3 block – human KCNK3 channel inhibition, primary screen; CHO-KCNK3 thallium flux, FluxOR fluorescence; stronger effect = lower value; B-score at 10 µM; 0.84% of 340,000 active; AID 602410;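 active means B-score under library mean minus 4 SD, starting fluorescence ratio at most library mean plus 5 SD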;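 further: more negative B-score means stronger inhibition of thallium flux through KCNK3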
hERG rescue – compounds protecting human hERG from proarrhythmic drug block; 0.51% of 310,000 active; Q12809; CHO-hERG, FluxOR thallium flux, dofetilide IC70 present; activation (rescue from dofetilide block), less the hit threshold, % at 10 µM;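 active means activation above the mean of controls blocked by dofetilide plus 5 SD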;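 further: thallium influx through hERG after potassium depolarization seen as dye fluorescence rise; in these data hits start at about 4.7%; inactives centre near -7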
Target sequence (Q12809 whole entry, looked up): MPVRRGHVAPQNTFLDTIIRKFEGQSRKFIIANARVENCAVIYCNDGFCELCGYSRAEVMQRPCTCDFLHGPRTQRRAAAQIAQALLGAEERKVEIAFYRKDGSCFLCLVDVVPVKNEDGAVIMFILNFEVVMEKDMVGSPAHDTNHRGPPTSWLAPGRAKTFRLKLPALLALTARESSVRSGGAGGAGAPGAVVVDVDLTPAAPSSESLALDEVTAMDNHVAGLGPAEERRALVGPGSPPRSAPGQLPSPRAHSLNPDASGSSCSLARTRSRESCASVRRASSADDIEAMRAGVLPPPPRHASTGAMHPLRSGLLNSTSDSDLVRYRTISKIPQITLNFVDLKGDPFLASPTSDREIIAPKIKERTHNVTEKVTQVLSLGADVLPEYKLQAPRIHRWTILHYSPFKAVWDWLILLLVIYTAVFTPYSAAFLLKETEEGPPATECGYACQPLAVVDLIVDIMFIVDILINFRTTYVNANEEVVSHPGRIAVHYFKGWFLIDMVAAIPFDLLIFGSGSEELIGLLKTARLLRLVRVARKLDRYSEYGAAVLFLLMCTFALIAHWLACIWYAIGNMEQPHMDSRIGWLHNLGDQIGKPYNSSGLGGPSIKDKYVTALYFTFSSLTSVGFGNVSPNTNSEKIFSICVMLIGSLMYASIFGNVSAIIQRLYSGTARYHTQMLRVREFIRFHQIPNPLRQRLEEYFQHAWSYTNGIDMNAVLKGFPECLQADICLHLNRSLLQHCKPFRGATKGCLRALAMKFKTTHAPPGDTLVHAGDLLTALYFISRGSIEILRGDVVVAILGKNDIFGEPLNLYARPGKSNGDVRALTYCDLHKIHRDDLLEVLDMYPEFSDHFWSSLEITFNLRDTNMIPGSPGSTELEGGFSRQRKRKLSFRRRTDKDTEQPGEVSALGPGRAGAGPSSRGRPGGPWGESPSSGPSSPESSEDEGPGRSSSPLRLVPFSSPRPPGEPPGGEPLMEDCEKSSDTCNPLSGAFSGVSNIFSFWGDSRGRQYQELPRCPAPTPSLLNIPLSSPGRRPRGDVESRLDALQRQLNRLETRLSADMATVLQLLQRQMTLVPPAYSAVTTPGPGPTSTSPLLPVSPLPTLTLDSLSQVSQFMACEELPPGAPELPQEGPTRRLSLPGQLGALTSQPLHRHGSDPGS
TRPC4 PAM – allosteric potentiators of mouse TRPC4 channel | Q9QUQ5 | HEK293 TRPC4beta/mu-opioid, DAMGO EC20, Fluo-4 Ca2+ flux; stronger effect = higher value | B-score at 10 µM | 0.42% of 310,000 active;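 active means B-score of calcium response area above 5 SD of library B-scores, with initial fluorescence ratio within 5 SD of library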;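 further: B-score of integrated fluorescence ratio over time as area under calcium response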
HDAC3 inh – blocks human histone deacetylase 3. O15379. recombinant HDAC3, fluorogenic peptide/trypsin coupled, fluorescence. inhibition, % at 8.3 µM. 0.15% of 320,000 active. AID 2718; in the data active means inhibition above about 26%, passing the limit was not always enough; inconclusive means no clear call, values can overlap the other calls
KCNQ1 act – potentiates or activates the human KCNQ1 potassium channel; P51787; CHO-K1 KCNQ1, thallium flux FluxOR fluorescence; stronger effect = higher value; B-score at 10 µM; 0.35% of 310,000 active; AID 2648;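 active means fluorescence ratio B-score, a plate-corrected score, at least three library SD, with initial intensity B-score within 5 SD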
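Doses: Single concentration per compound, DMSO matched to controls | Test system: KCNQ1-transfected CHO-K1 cells | Timing: 90 min dye loading and 20 min compound exposure, both at room temperature | Measured by: Kinetic FluxOR thallium fluorescence, 10-s 1-Hz baseline, 110-s post-stimulus read | Medium: Assay buffer with matched DMSO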
TMEM16A inh – blocks the mouse calcium-activated chloride channel TMEM16A | Q8BHY3 | normalized B-score (activity score, 25-100; higher = stronger inhibition) at 10 µM | HEK293 TMEM16A/YFP iodide influx fluorescence, ionomycin | AID 588511 | 1.2% of 310,000 active;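 active means ratio plate-corrected score three or more library SD toward inhibition, starting fluorescence score within five deviations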;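 further: score derived from kinetic fluorescence span divided by baseline fluorescence per well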
TMEM16A act – activators or potentiators of mouse TMEM16A chloride channel. Q8BHY3. HEK293 TMEM16A/YFP-H148Q/I152L, iodide quench fluorescence; stronger effect = lower value. B-score at 10 µM. 0.3% of 340,000 active. AID 623877;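 active means fluorescence-ratio B-score plate-corrected deviation score at least 3 library SD below zero, with starting fluorescence score within 5 deviations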;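 further: channel opened by trigger with iodide after compound preincubation; score built on the fluorescence ratio of max minus min over baseline; more negative score means more quench and so TMEM16A activation or potentiation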
DYRK1A inh – inhibitors of rat Dyrk1A kinase | ADP-Glo luminescence, NFATc1 peptide | inhibition, % at 12.5 µM | 0.43% of 310,000 active; in the data active means inhibition above about 50%;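 further: plate controls were vehicle with enzyme for no effect and no enzyme for full effect; many of its hits are not listed in these tables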
KCNK9 block – inhibitors of human KCNK9 two-pore domain potassium channel | 1.2% of 310,000 active | B-score at 10 µM | HEK293 KCNK9, FluxOR thallium flux fluorescence; stronger effect = lower value | AID 488922;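 active means ratio B-score over 3 SD below the library mean, with starting fluorescence within 5 SD of its mean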;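 further: negative B-score means less thallium flux so channel inhibition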
TRPC4 act – opens the mouse TRPC4 cation channel; Q9QUQ5; HEK293 TRPC4beta/mu-opioid, Fluo4 calcium fluorescence; stronger effect = higher value; B-score at 10 µM; 0.49% of 310,000 active; AID 2237;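 active means B-score above 5 SD of library B-scores, and initial fluorescence ratio not above library mean plus 5 SD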;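 further: positive B-score marks a calcium rise read as TRPC4 activation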
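system = HEK293 cells stably co-expressing mouse TRPC4beta and mu-opioid receptor | schedule = Fluo4 dye loading 45 min at room temperature, 110 s recording | measure = B-scored integrated calcium fluorescence ratio | signal = Fluo4 calcium-sensitive dye fluorescence, kinetic, 1 Hz baseline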
* marks the source's active call; other numbers are inactive results; i = inactive; ? = inconclusive; . = not tested or not shown. Not all compounds are listed; the hit share may differ from the screen's.

SMILES	KCNQ1 inh	KCNK3 block	hERG rescue	TRPC4 PAM	HDAC3 inh	KCNQ1 act	TMEM16A inh	TMEM16A act	DYRK1A inh	KCNK9 block	TRPC4 act
CCCc1nnc(NC(=O)CCCC(=O)O)s1	i	i	-0.5	i	-3.2	i	i	i	10.5	i	i
O=C(O)C(O)Cc1c[nH]c2ccccc12 (centres undefined)	.	i	.	.	3.1	.	i	i	0.4	.	.
COc1ccc(-c2cc(=O)oc3cc(OC(C)C(=O)O)ccc23)cc1 (centres undefined)	i	i	-6.3	i	3.3	i	i	i	5.1	i	i
O=C(c1ccco1)N1CCN(c2cc(C(F)(F)F)nc3ncnn23)CC1	i	i	-1.4	i	2.7	i	i	i	1.0	i	i
COc1ccccc1CNC(=O)CCNC(=O)C1CCN(S(=O)(=O)c2ccccc2)CC1	i	i	-10.6	i	-1.2	i	i	i	0.5	i	i
COC(=O)/C=C1\N/C(=N\c2nc(C)cc(C)n2)N(c2ccc(C)cc2)C1=O	i	i	-1.0	i	2.6	i	i	i	1.0	i	i
CC1(C)Cc2[nH]c3ccccc3c2C(C)(C)N1	i	i	-5.4	i	-2.0	i	i	i	-2.6	i	i
CCN(CC)c1ccc(C(=O)OCC(=O)NCC2CCCO2)cc1 (centres undefined)	i	i	-7.3	i	10.9	i	i	i	-3.9	i	i
CCOc1ccc(C(Nc2ccc(C)cc2)P2(=O)OCCCO2)cc1 (centres undefined)	i	i	-3.4	i	-9.7	i	i	i	2.7	i	i
O=C(N1CCCC1)C(F)(F)Oc1ccc(F)cc1	i	i	-14.9	i	5.2	i	i	i	-5.4	i	i
CCOC(=O)c1c(C)[nH]c(C(=O)COC(=O)C2=NNC(=O)CC2)c1C	i	i	-8.4	i	-10.0	i	i	i	-1.8	i	i
O=C(NC1C(=O)NNC1c1ccccc1)c1ccc(F)cc1 (centres undefined)	i	i	-4.7	i	4.5	i	i	i	0.3	i	i
Cc1ccc(-n2c(=O)cc(N3CCN(Cc4ccccc4)CC3)[nH]c2=O)cc1	i	i	-5.0	i	.	i	i	i	-1.4	i	i
O=C(Nc1cccc(S(=O)(=O)c2cccc(NC(=O)C3CC3)c2)c1)C1CC1	i	i	-10.4	i	1.4	i	i	i	-7.5	i	i
Cc1oc2c(O)c(O)ccc2c(=O)c1-c1ccccc1	i	i	-11.3	i	15.6	i	i	i	9.6	i	i
Cc1cc(C)nc(NC(=O)c2ccc(Cl)c([N+](=O)[O-])c2)n1	i	i	-7.9	i	-1.9	i	i	i	-3.4	i	i
COc1nc(OCC#N)nc(N2CCCCC2)n1	i	i	-14.6	i	5.0	i	i	i	.	i	i
Cc1ccc(OCC(=O)NNC(=S)NC(=O)c2ccc(Br)o2)c(C)c1	i	i	-9.3	20*	-0.6	69*	25*	i	-5.1	i	69*
COc1ccc2c(c1OC)c(=O)n1c3ccc(OC(C)C(=O)NCCCN4CCOCC4)cc3c3ccnc2c31 (centres undefined)	i	i	-8.3	i	-26.4	i	i	i	14.1	i	i
Cc1ccc(-c2nn3c(C)nnc3s2)cc1NC(=O)c1ccco1	i	i	-13.2	i	1.7	i	i	i	12.1	i	i
CCOC(=O)c1ccc(Nc2c(OCC)c(=O)c2=O)cc1	i	i	-9.3	i	6.2	i	i	i	-0.8	i	i
O=C(Oc1ccc(C(=S)N2CCOCC2)cc1)c1ccccc1F	i	i	-12.9	i	-0.4	i	i	i	1.0	i	i
O=C(CSc1ncccn1)NNC(=O)c1ccccc1	i	i	-4.0	i	-8.9	i	i	i	-1.0	i	i
CCn1cc(C(=O)N2CCN(c3ccccc3F)CC2)c(=O)c2ccc(C)nc21	i	i	-9.3	i	3.9	i	i	i	1.5	i	i
Cc1cc(C)c(NC(=O)c2c[nH]c(=S)n2-c2ccc(F)cc2)c(C)c1	i	i	-7.9	i	7.5	i	i	i	-0.8	i	i
CCOc1ccc(CCNC(=O)c2cccc(S(=O)(=O)N3CC(C)OC(C)C3)c2)cc1OCC (centres undefined)	i	i	-17.1	i	3.2	i	i	i	-5.6	i	i
Cc1ccc(C2OC(=O)C=C2c2ccccc2)cc1 (centres undefined)	i	i	-2.1	i	2.6	i	i	i	-3.2	i	i
Cc1ccc(-n2c(Cc3ccccc3)n[nH]c2=S)cc1	i	i	-14.2	i	-3.9	i	i	i	0.8	i	i
Cc1ccc(NC(=S)NC(=O)C2CCCC2)cc1C	i	i	-4.5	i	6.0	i	i	i	-7.0	i	i
CC(C)(C)N=C1NN=C(c2cc3ccccc3o2)CS1	i	i	-7.7	11*	4.6	i	i	i	-13.0	i	i
Nc1cccc2c1C(=O)N(C(=O)c1ccc(S(=O)(=O)N3CCCCCC3)cc1)C2=O	i	i	-0.3	i	?	i	i	i	6.1	i	i
CCc1n[nH]c(=O)n1Cn1c(CC)n[nH]c1=O	i	i	-9.9	i	-1.7	i	i	i	1.9	i	i
Cc1ccc(NC(=O)C2CCN(C(=O)c3ccccc3C)CC2)cc1	i	i	-2.3	i	0.2	i	i	i	-0.1	i	i
C=CCOn1c(=O)c(-c2ccccc2)[n+]([O-])c2ccccc21	i	i	-6.8	i	-1.2	i	i	i	-2.8	i	i
COc1ccc(CNS(=O)(=O)c2ccc(-n3cnnn3)c(C)c2)cc1	i	i	-7.0	i	-2.2	i	i	i	-4.7	i	i
Cc1nnc(SCC(=O)Nc2ccccc2N2CCOCC2)s1	i	i	-8.8	i	5.3	i	i	i	-5.5	i	i
Cc1nn(-c2ccccc2)c(Cl)c1/C=N/NC(=O)c1ccc(CNc2ccccc2)o1	i	i	-8.9	i	6.1	i	i	i	0.0	i	i
Cc1ccc(/C=C/C(=O)N2CCN(S(=O)(=O)c3cccs3)CC2)o1	i	i	-13.1	i	0.6	i	i	i	.	i	i
Cc1[nH]c2ccccc2c1/C=N/NC(=S)NCc1ccccc1	6*	i	-3.6	i	-1.6	i	i	i	-2.0	i	i
CCCCOc1ccc(-c2nc(SCC(N)=O)n[nH]2)cc1	i	i	-7.5	i	-4.2	i	i	i	.	i	i
CC(=O)Nc1ccc(S(=O)(=O)NC2(C(F)(F)F)N=C(c3ccccc3)NC2=O)cc1 (centres undefined)	i	i	-4.9	i	-0.9	i	i	i	2.7	i	i
CCC(=O)N1CCc2cc(S(=O)(=O)N3CCN(c4cc(Cl)ccc4C)CC3)ccc21	i	i	-3.7	i	-5.0	i	i	i	-2.5	i	i
COC(=O)[C@H](Cc1ccccc1)NC(=O)Nc1ccc(S(N)(=O)=O)cc1	i	i	-5.3	i	-2.0	i	i	i	5.1	i	i
CCSC(=O)N(CC)CC(=O)Nc1c(CC)cccc1CC	i	i	-4.8	i	1.0	i	i	i	6.6	i	i
CCOC(=O)c1csc(-n2nc(C)cc2C(F)(F)F)n1	i	i	2.9	i	-16.9	i	i	i	-9.0	i	i
CC(C)NC(=O)c1cnc(N2CCN(c3ccccn3)CC2)c2ccccc12	i	i	-3.3	i	-9.4	i	i	i	-3.1	i	i
Cc1ccc(CCN2CC(C(=O)NCCN(C)C)CC2=O)cc1 (centres undefined)	i	i	-1.8	i	-7.1	i	i	i	2.5	i	i
O=C(NC1CCCCCC1)C1CCC(=O)N(Cc2ccccc2F)C1 (centres undefined)	i	i	-3.2	i	.	i	i	i	0.0	i	i
COC(=O)c1ccsc1NC(=O)C1=COCCO1	i	i	-7.0	i	-1.1	i	i	i	20.8	i	i
CCOc1ccc(S(=O)(=O)N2CCCC(C(=O)Nc3ccccc3)C2)cc1 (centres undefined)	i	i	-2.0	i	-2.4	i	i	i	0.0	i	i

The results go on.
SMILES	KCNQ1 inh	KCNK3 block	hERG rescue	TRPC4 PAM	HDAC3 inh	KCNQ1 act	TMEM16A inh	TMEM16A act	DYRK1A inh	KCNK9 block	TRPC4 act
C=C1C(=O)O[C@@H]2[C@H]1[C@@H](OC(=O)/C(C)=C/C)C/C(C)=C\C(=O)/C=C(\C)[C@@H]2O	i	i	-6.0	i	-4.3	i	i	i	-11.0	i	i
Cc1ccc(S(=O)(=O)N(CC(=O)NCC2CCCO2)Cc2ccc(F)cc2)cc1 (centres undefined)	i	i	-4.8	i	-1.8	i	i	i	-5.5	i	i
COc1cc(OC)cc(N(C(=O)c2ccco2)C(C(=O)NC2CCCC2)c2ccc(N(C)C)cc2)c1 (centres undefined)	i	i	-10.4	i	-1.7	i	i	i	-1.5	i	i
CC1(C)CC(CCNS(=O)(=O)c2ccccc2)(c2ccccc2)CCO1 (centres undefined)	i	i	-9.1	i	12.2	i	i	i	1.8	i	i
S=C(Nc1ccc(Cl)c(Cl)c1)NC1CCN(Cc2ccccc2)CC1	i	i	-15.2	i	5.2	i	i	i	14.5	i	i
O=C(C[n+]1ccccc1)N1CCCc2ccccc21	i	i	-18.5	i	-2.1	i	i	i	2.4	i	i
COc1ccc(C2=NS(=O)(=O)N(C)C(C(=O)NCc3cccs3)=C2)cc1OC	i	i	-8.1	i	4.0	i	i	i	2.0	i	i
CCC(=O)N(Cc1cc2ccccc2[nH]c1=O)C(C)C	i	i	-6.4	i	-10.0	i	i	i	-7.8	i	i
COc1ccc(NC(=S)/N=C(\N)Nc2nc(C)c3ccc(C)cc3n2)cc1	i	i	-5.8	i	6.3	i	i	i	-4.4	i	i
COc1ccccc1NC(NC(=O)c1ccccn1)C(Cl)(Cl)Cl (centres undefined)	i	i	-4.3	i	-3.6	i	i	i	3.0	i	i
CSc1nsc2nc(=O)c(/C=C3\C(C)=Nc4ccc(C)cc43)c(N)n12	i	i	-8.5	i	5.2	i	i	i	.	i	i
O=C1C2C3C=CC(C3)C2C(=O)N1c1ccc2ccccc2n1 (centres undefined)	i	i	-4.0	i	-2.9	i	i	i	20.7	i	i
CCc1c(C)nc2c(-c3ccccc3)c(C)nn2c1Nc1ccc(NC(C)=O)cc1	i	i	-3.3	27*	6.9	i	i	i	6.4	i	i
CCOc1ccc(OCC)c(NC(=O)CN2CCN(c3cccc(C)c3)C(C)C2)c1 (centres undefined)	i	i	-3.8	i	-0.1	i	i	i	1.0	i	i
CC(=O)OC(COc1ccccc1)Cn1cnc2cc(C)c(C)cc21 (centres undefined)	i	i	-17.6	i	-3.9	i	i	i	5.2	i	i
CC(=O)Nc1ccc(C(=O)COC(=O)CCS(=O)(=O)c2ccccc2)cc1	i	i	-6.2	i	3.9	i	i	i	-3.6	i	i
CC1CC(C)(C)OC(C[N+]2(C)CCCCC2)O1 (centres undefined)	i	i	-0.3	i	0.2	i	i	i	14.1	i	i
